Source: PubChem
KCNH2 WT inh: qHTS for Inhibitors of KCHN2 3.1: Wildtype qHTS; Voltage-gated inwardly rectifying potassium channel KCNH2 (Homo sapiens), Q12809; U2OS, BacMam KCNH2, thallium flux FluxOr; hits give low values; activity change, % at 1.84 µM; 0.37% of 340,000 active; AID 720551, 2013;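 active = maximum activity change below -70%; inconclusive = maximum activity change between -70% and -50%; inactive = maximum activity change above -50%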
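U2OS cells were transduced with wild-type KCNH2 virus (2.03 x 10^8 / mL) for 4 h at room temperature, then cultured overnight at 37 C. Thallium flux was read with FluxOr dye. Rate constants were normalized to DMSO controls.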
Giardia killer: Small Molecules that selectively kill Giardia lamblia: qHTS. Giardia lamblia trophozoite viability. activity change, % at 7.66 µM, hits read low. 0.15% of 340,000 active. AID 540267, 2011; in the data active = activity change below about -80%; inconclusive = between about -30% and that limit;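 note: parasites exposed to compound for two days anaerobically before the ATP read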
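Each well holds 100 Giardia trophozoites and compound. After two days (48 hrs) at 37 deg C in anaerobic conditions, ATP is quantified by luminescence.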
uPA surface inh: qHTS for Inhibitors of Cell Surface uPA Generation; cell surface uPA generation assay, qHTS; Potency, µM (titrated, usually from 38.3 µM), without a hit: at the top dose activity change, negative = inhibition, most hits filed as inhibitors; 0.31% of 330,000 active; AID 540303, 2011; active = well fitted inhibition curve with a large enough effect; inconclusive = small, poorly fitted or top-dose-only effect; inactive = no such curve, though single readings can be large or run the other way; tested in mouse RAW 264.7 cells; note: potency is the fitted concentration of half-maximal effect; nearly all actives have a fitted effect of over 55% in size
FBPA coupling cs: qHTS Assay for Inhibitors of Fructose-1,6-bisphosphate Aldolase from Giardia Lamblia: Coupling assay counterscreen; coupling enzyme system counterscreen, AmpLite Red fluorescence; activity change, negative = inhibition, % at 58.2 µM, hits read low; 0.67% of 290,000 active; in the data active = activity change below about -30%
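Compounds tested against the coupling enzymes alone at 57.5 uM final; readout was AmpLite Red fluorescence (525/598 nm) after 20 min at RT.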
GALK inh: qHTS Assay for Inhibitors of Human Galactokinase (GALK). P51570. Purified GALK, Kinase-Glo residual ATP luminescence. Potency, µM (doses to about 57.5 µM), without a hit: at the highest dose activity change, negative = inhibition, most hits filed as inhibitors. 0.007% of 270,000 active. AID 1868, 2009; note: potency is the fitted concentration of half-maximal effect
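Compounds were pin-transferred into ATP buffer (35 uM final), then GALK plus galactose (5 nM, 100 uM final) was added. After 1 h at room temperature, Kinase-Glo Plus was added and luminescence read after 10 min.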
KCNH2 3.1 block: qHTS for Inhibitors of KCHN2 3.1: Mutant qHTS; Potassium voltage-gated channel subfamily H member 2, brain isoform KCNH2 3.1 (human); U2OS KCNH2 3.1, thallium flux FluxOr; hits give low values; activity change, % (tested at about 1.8 µM); 0.95% of 340,000 active; AID 720553, 2013;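 active = maximum activity change below -70%; inconclusive = maximum activity change from -70% to -50%; inactive = maximum activity change above -50%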;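 note: thallium influx rate constant from kinetic fluorescence after stimulation buffer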
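FluxOr-based Tl+ influx in U2OS cells transduced with KCNH2 3.1 virus; rate constants normalized to DMSO controls.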
PKM2 activator: qHTS Assay for Activators of Human Muscle isoform 2 Pyruvate Kinase | purified PKM2, Kinase-Glo ATP luminescence, activation; response scale: 0% is enzyme alone, no compound | Potency, µM (doses to about 57.5 µM), for the others: top-dose activation, most hits filed as activators | 0.34% of 260,000 active | AID 1631, 2009; note: potency is the fitted concentration of half-maximal effect; nearly all actives have a fitted effect of over 55% in size
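Purified hPK-M2 (>95%) run at intermediate activity with 0.1 mM ADP and 0.5 mM PEP in 50 mM imidazole pH 7.2, KCl, MgCl2; 1 h room temperature. ATP formed read by Kinase-Glo luminescence; normalized to uninhibited and no-enzyme controls.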
USP2a inh: qHTS Assay for Inhibitors of Ubiquitin-specific Protease USP2a Using CHOP2 as the Reporter | Ubiquitin carboxyl-terminal hydrolase 2 (Homo sapiens), O75604 | Potency, µM (doses to about 38.3 µM), for inactives: at the highest dose activity change, negative = inhibition, usual class: inhibitors | USP2 core, Ub-CHOP2 coupled fluorogenic reporter, 485/531 | 0.01% of 330,000 active;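 note: potency is the fitted concentration of half-maximal effect; plate controls were DMSO wells for no effect and full inhibition by NEM control for full effect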
Target sequence (O75604 whole entry, looked up): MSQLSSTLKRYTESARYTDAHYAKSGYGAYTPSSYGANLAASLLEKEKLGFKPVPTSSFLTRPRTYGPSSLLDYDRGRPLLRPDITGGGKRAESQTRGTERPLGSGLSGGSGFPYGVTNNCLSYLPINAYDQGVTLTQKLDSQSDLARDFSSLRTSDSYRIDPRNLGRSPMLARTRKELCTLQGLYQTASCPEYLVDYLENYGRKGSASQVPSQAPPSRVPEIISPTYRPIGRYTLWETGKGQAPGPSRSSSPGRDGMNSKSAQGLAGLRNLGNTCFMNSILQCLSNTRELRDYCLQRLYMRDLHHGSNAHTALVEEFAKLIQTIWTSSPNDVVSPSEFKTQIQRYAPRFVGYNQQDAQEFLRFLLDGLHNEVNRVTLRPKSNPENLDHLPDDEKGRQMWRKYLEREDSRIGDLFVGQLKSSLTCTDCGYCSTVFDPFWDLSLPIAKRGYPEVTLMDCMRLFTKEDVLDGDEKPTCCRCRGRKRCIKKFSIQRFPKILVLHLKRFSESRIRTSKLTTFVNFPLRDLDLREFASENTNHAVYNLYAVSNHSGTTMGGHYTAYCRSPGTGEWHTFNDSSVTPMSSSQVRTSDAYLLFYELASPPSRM
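Cell-free coupled assay: 10nM USP2 core preincubated 30min RT with compound in Tris-HCl pH 8.0/CaCl2/CHAPS buffer, then 25nM Ub-CHOP2 and 25nM reporter substrate; fluorescence (Ex 485/Em 531) read after 60min RT, normalized to NEM inhibition, concentration-response curves fitted.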
Eya2 inh: qHTS Assay for Inhibitors of the Phosphatase Activity of Eya2; Protein phosphatase EYA2 (Homo sapiens), O00167; recombinant Eya2, OMFP fluorescence dephosphorylation (OMFP is methylfluorescein phosphate); Potency, µM (titrated, usually from 76.9 µM), for the others: at the top dose activity, negative = inhibition, actives largely listed as inhibitors; 0.006% of 330,000 active; AID 488837, 2010; note: potency is the fitted concentration of half-maximal effect
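Eya2 protein (added as 0.2 uM solution) was preincubated with compound for 10 min at ambient temperature in 50 mM HEPES pH 7.5, 50 mM NaCl, 5 uM MgCl2, 0.05% BSA, 1 mM DTT. OMFP (added at 50 uM) then reacted 10 min; fluorescence read at 485/525 nm.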
B2AR arrestin: qHTS assay of beta-arrestin-biased ligands of beta2-adrenergic receptor; Beta-2 adrenergic receptor (Homo sapiens), P07550; beta-arrestin recruitment to beta2AR, cell-based reporter; Potency, µM (doses to about 46.1 µM), for inactives: top-dose activation, hits mostly activators; 0.02% of 330,000 active; AID 492947, 2010;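 note: potency is the fitted concentration of half-maximal effect; 0% = DMSO controls and full agonism = EC100 isoproterenol or metaproterenol; nearly all actives have a fitted effect of over 65% in size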
Target sequence (P07550 whole entry, looked up): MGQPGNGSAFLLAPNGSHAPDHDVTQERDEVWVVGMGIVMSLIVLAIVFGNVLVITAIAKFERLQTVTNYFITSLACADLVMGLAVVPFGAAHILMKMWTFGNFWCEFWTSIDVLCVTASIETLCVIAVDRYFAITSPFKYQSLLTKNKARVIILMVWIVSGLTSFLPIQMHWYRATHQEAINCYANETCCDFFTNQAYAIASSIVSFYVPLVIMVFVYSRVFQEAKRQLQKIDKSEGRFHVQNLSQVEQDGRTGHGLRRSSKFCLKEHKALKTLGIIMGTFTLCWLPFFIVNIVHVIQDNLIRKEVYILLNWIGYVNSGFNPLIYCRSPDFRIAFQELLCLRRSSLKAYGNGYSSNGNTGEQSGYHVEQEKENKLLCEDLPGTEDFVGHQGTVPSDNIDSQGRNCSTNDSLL
BCR signal inh: qHTS Assay to Find Inhibitors of Chronic Active B-Cell Receptor Signaling | ABC-DLBCL IkBa-CBG/CBR reporter, luminescence ratio, 4 h | Potency, µM (series often up to 46.1 µM), for the others: top-dose ratio change, negative = lower green/red ratio, actives largely listed as inhibitors | 0.05% of 340,000 active; active = well fitted inhibition curve with a large enough effect in the signal ratio, with a control signal flat, not every such curve was filed as active; inconclusive = small, poorly fitted or top-dose-only effect, or effect the other way, or a change in a side signal; the % refers to the signal ratio;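 note: potency is the fitted concentration of half-maximal effect; plate controls were basal doxycycline-induced cells for no effect and cells given 10 µM MG132 for full effect; MG132 reads +100%, hits lower the ratio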
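Cell line TMD8 (human ABC DLBCL), stably expressing tet-inducible CBG68-IkBa fusion and CBR; IMDM/0.5% FBS; cpd up to 46 uM; dox induction, 4 h, 37C/5% CO2; dual luminescence; green/red ratio; MG132 control.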
* = called active by the depositor; ? = inconclusive; · = not tested or not shown; [ ] = remark or other dose. Unless noted, calls come from the whole dose curve; as a rule, active = well fitted curve in the direction sought with a large enough effect; inconclusive = small, poorly fitted or top-dose-only effect, or another doubt; inactive = no such curve, though single readings can be large; an effect the other way counts as inactive or inconclusive. Unless noted, % is set by controls: 0 for no effect and ±100 for the full control effect.

SMILES	KCNH2 WT inh	Giardia killer	uPA surface inh	FBPA coupling cs	GALK inh	KCNH2 3.1 block	PKM2 activator	USP2a inh	Eya2 inh	B2AR arrestin	BCR signal inh
NC(=O)c1ccc(C(F)(F)F)n(Cc2ccc(Cl)cc2)c1=O	-14	10	·	-2	-2%	-6	-1%	1%	-30%	0.3%	4%
CN(C)c1ccc(/C=C(/C#N)C(=O)NCc2ccccc2)o1	-2	4	3%	0	·	·	3%	29%	13%	-0.1%	?
O=C(COC(=O)c1ccccc1F)NNC(=O)c1ccccc1	-7	-13	1%	·	·	11	·	-1%	26%	-0.2%	0%
COC(=O)Cn1cnc2ccccc2c1=O	-2	-4	10%	0	0%	·	-5%	5%	-15%	-1.0%	?
Cc1ccc(N2CC(C(=O)NCc3ccccn3)CC2=O)cc1 (stereo not given)	7	13	10%	1	-2%	-24	-8%	1%	6%	-0.2%	-5%
O=C1c2cccc(O)c2C(=O)c2c(O)cc(CO)cc21	-9	-19	-23%	-2	·	18	·	·	·	·	·
CCOc1ccccc1NC(=O)c1ccc2nccnc2c1	1	5	9%	-1	1%	-6	-3%	1%	7%	-1.1%	-5%
O=c1[nH]c2cccc(Cl)c2n(CCNc2ncc(C(F)(F)F)cc2Cl)c1=O	0	5	0%	0	-2%	-4	23%	-1%	-2%	0.2%	13%
N#Cc1ncn(-c2ccc(Oc3ccccc3)cc2)c1N	3	-13	-4%	1	0%	3	-6%	1%	13%	-0.3%	?
Cc1ccc2c(c1)N(CCC(=O)NC(C)C)C(=O)CO2	1	-3	1%	3	0%	15	-1%	-1%	5%	0.1%	6%
CN(C)S(=O)(=O)c1ccccc1N=C=S	5	-22	7%	0	-1%	15	-4%	0%	4%	0.5%	1%
COc1ccc(N(CC(=O)Nc2cccc(N(C)S(C)(=O)=O)c2)S(=O)(=O)c2ccccc2)cc1Cl	·	8	-24%	-3	0%	-1	-6%	-6%	2%	2.9%	?
Cc1nc2ccccc2n1CCOc1ccc([N+](=O)[O-])cc1	45	1	-3%	0	2%	-79*	20%	0%	2%	-0.5%	-4%
O=C(CCN1C(=O)c2ccc([N+](=O)[O-])cc2C1=O)Nc1cccc(O)c1	-8	5	1%	0	0%	-1	?	4%	-9%	-1.4%	6%
COc1ccc(NC2CS(=O)(=O)CC2NCc2ccco2)cc1 (stereo not given)	-10	0	2%	0	-2%	6	-3%	1%	0%	-0.1%	-16%
Cc1cccc(N2CCN(C(=S)Nc3ccc4nc(N5CCN(C)CC5)cc(C)c4c3)CC2C)c1 (stereo not given)	-3	-89*	-12%	-1	-1%	?	-1%	-1%	16%	0.1%	3%
Cc1nc2c(C(=O)N3CCN(C)CC3)cnn2c(C)c1Cc1ccc(Cl)cc1	45	20	·	1	1%	3	-4%	0%	20%	-0.2%	3%
CCSc1nc(-c2ccccc2)nc(C(Cl)Cl)n1	1	22	?	-12	0%	17	-17%	-1%	-9%	-0.1%	?
Cc1cccc(OCCCC(=O)Nc2ccc(Cl)c(S(=O)(=O)N3CCOCC3)c2)c1	-3	-12	-18%	·	·	-33	·	-2%	0%	-0.3%	-1%
Cc1nnc(N/N=C/c2ccc([N+](=O)[O-])cc2)n1N	-9	-12	3%	-45*	-7%	-4	0%	0%	-1%	0.2%	?

An excerpt from above in order of their number in uPA surface inh, low to high.
| structure | uPA surface inh |
| --- | --- |
| Cc1nc2ccccc2n1CCOc1ccc([N+](=O)[O-])cc1 | -3% |
| O=C(CCN1C(=O)c2ccc([N+](=O)[O-])cc2C1=O)Nc1cccc(O)c1 | 1% |
| Cc1ccc(N2CC(C(=O)NCc3ccccn3)CC2=O)cc1 (stereo not given) | 10% |

The list continues:
SMILES	KCNH2 WT inh	Giardia killer	uPA surface inh	FBPA coupling cs	GALK inh	KCNH2 3.1 block	PKM2 activator	USP2a inh	Eya2 inh	B2AR arrestin	BCR signal inh
COc1cc(OC)cc(C(=O)Nc2ccn(C)n2)c1	4	-9	2%	·	·	-3	·	2%	16%	-1.2%	?
O=C(/C=C\c1ccccc1)NCC(=O)N/N=C/c1ccc(O)cc1O	0	31[activator]	9%	3	0%	2	·	0%	3%	0.0%	?
OC(c1ccc2c(c1)OCO2)c1nccc2ccccc12 (stereo not given)	9	-8	-1%	0	-1%	10	17%	0%	-1%	-0.1%	-1%
CCc1ccc(N2C(=O)C3ON(c4ccccc4)C(c4ccco4)C3C2=O)cc1 (stereo not given)	10	-10	-11%	3	2%	18	-1%	-2%	-11%	0.1%	1%
Cc1ccc(COn2c(-c3ccc(Cl)cc3Cl)nc3ncccc32)cc1	-1	-20	5%	0	0%	5	12%	-1%	-7%	-1.2%	?
O=C(N/N=C/C=C/c1ccco1)c1cccc([N+](=O)[O-])c1	6	-8	-2%	4	·	19	-5%	3%	-6%	-3.1%	?
COc1cc(/C=N/NC(=O)C(=O)NCc2ccco2)cc(Cl)c1O	1	-3	2%	1	-1%	1	0%	0%	8%	-0.3%	6%
O=C(Nc1ccc(S(=O)(=O)Nc2nccs2)cc1)c1nn(-c2ccc(F)cc2)ccc1=O	4	-3	-2%	3	0%	-11	·	3%	-4%	-0.1%	-2%
O=C(CSc1ccc(F)cc1)Nc1nnc(-c2ccco2)o1	1	29	-2%	·	·	16	·	0%	2%	0.2%	?
O=C(CCC1COc2ccccc2O1)N1CCCC1 (stereo not given)	-25	13	-2%	3	-1%	-5	11%	0%	2%	-0.1%	0%
Cc1ccc(C)c(NC(=O)c2cc[n+](C)cc2)c1	-10	-4	-2%	6	-6%	-8	-4%	1%	6%	-0.1%	3%
COc1ccccc1N(CC(=O)NCCC1=CCCCC1)S(=O)(=O)c1ccccc1	6	-2	-2%	-3	-1%	25	1%	6%	3%	-0.1%	4%
Cc1cc(Cl)n2nc(C)c(-c3ccc(Cl)cc3)c2n1	-13	-6	10%	0	3%	17	-4%	-2%	2%	0.2%	?
Cc1cc(=O)[nH]c(SCC(=O)N2CCN(S(=O)(=O)c3ccccc3)C2)n1	21	16	-1%	0	-2%	0	-5%	-2%	0%	0.3%	16%
O=[N+]([O-])c1ccc(Sc2cccc[n+]2[O-])c2nonc12	-7	-2	?	-80*	2%	14	-24%	8%	-1%	0.5%	?
COc1ccc(/C=C2/C(=O)N(c3ccccc3)N=C2C)cc1Br	3	17	-1%	3	-1%	-10	·	2%	-13%	0.1%	1%
O=C(CCC(=O)OCC(=O)c1ccccc1)NC1CCCCC1	9	15	10%	2	5%	7	-1%	2%	14%	-0.2%	0%
Cc1cccc(C(=O)N2CCN(S(=O)(=O)N3CCCCCC3)CC2)c1	-28	3	2%	-2	-5%	4	·	1%	-13%	-0.3%	0%
O=C(CN1CCN(S(=O)(=O)/C=C/c2ccccc2)CC1)NCC(F)(F)F	-15	-12	-1%	0	-3%	11	1%	1%	1%	-0.5%	7%
COc1ccc(Br)cc1/C=N/NC(=O)CNC(=O)/C=C/c1ccccc1	-4	-1	12%	-2	-1%	-13	-3%	-3%	5%	0.5%	0%
COc1ccccc1Nc1nc(N)nc(CSC(=S)N2CCC(C)CC2)n1	3	7	6%	-9	1%	-21	2%	-10%	-1%	0.1%	3%
Cc1ccc(-c2nc(-c3ccccc3)no2)c(Cl)c1	-7	?	?	2	0%	0	-26%	2%	6%	-1.1%	-12%
Cc1cccc(NCc2nc(SCC(=O)Nc3ccccc3Br)n[nH]2)c1	4	10	10%	2	-7%	1	0%	-1%	1%	0.2%	?
O=C1C=C(c2ccoc2)N2CCC[C@H]2C1	-9	48[activator]	0%	·	·	8	·	2%	2%	-0.7%	-2%
CCN(CC)CCN1C(=O)C2C(C(=O)Nc3ccc(C(C)C)cc3)C3C=CC2(O3)C1C(=O)NC1CCCCC1 (stereo not given)	19	13	-5%	-1	4%	-4	1%	-2%	8%	-0.2%	-5%
N#CC1=C(N)Oc2c(oc(CO)cc2=O)C1c1cccs1 (stereo not given)	-15	6	-11%	-29	11%	6	2%	0%	10%	-0.3%	9%
COc1ccccc1NC(=O)c1ccc2nsnc2c1	-1	-26	-2%	-1	14%	-20	·	3%	-2%	0.1%	?
CC1Sc2ccc(S(=O)(=O)CCC(=O)Nc3ccc(C(C)C)cc3)cc2NC1=O (stereo not given)	4	19	3%	-1	0%	3	-1%	-1%	6%	-1.0%	10%
Cc1scc(C(=O)N/N=C/c2ccc([N+](=O)[O-])o2)c1C	·	·	·	·	-6%	·	-7%	0%	4%	-0.2%	?
